ZTA DNA inh = counter-screen for EBNA-1 inhibitors: inhibitors of Epstein-Barr virus ZTA; ZTA-DNA binding, fluorescence polarization; P03206; 320,000 compounds, 0.15% hits; inhibition, % at 11 µM; in the data active means inhibition above about 33%
Target sequence (P03206 whole entry, looked up): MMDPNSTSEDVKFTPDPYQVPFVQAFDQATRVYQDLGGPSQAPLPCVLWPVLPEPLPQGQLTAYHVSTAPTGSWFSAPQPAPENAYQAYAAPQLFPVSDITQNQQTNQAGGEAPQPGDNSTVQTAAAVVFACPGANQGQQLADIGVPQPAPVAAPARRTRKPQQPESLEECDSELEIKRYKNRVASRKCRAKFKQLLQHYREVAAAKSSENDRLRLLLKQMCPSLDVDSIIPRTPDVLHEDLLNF
EBNA-1 inhibitor = blocks EBNA-1 binding to DNA | inhibition, % at 14.8 µM | 300,000 compounds, 0.34% hits | EBNA-1 DNA binding, fluorescence polarization | AID 1950; in the data active means inhibition above about 28%
MCL1 BIM primary = disrupts human MCL1 binding to BIM-BH3 peptide; Q07820; GST-MCL1 / FITC-Bim-BH3 fluorescence polarization; inhibition, % at 10.9 µM; 320,000 compounds, 0.68% hits; AID 2057;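 active means inhibition above the mean inhibition of all tested compounds plus 3 SD, set per campaign, cut at about 40% in these data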;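 further: 0% = DMSO wells and 100% = unlabeled Bim-BH3 peptide control; higher means more loss of mP so more displacement of Bim peptide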
GLD-1 TGE inh = GLD-1-TGE RNA interaction inhibition (C. elegans). Q17339. purified GLD-1 + fluorescein TGE RNA, fluorescence polarization. inhibition, % at 5.96 µM. 320,000 compounds, 0.44% hits. AID 2280;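 active means percent inhibition above a per-plate cutoff, the plate mean of test compounds plus 3 SD, cut at about 30% in these data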;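 further: 0% = DMSO wells with GLD-1 and probe and 100% = wells lacking GLD-1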
Efflux pump inh = blocks antifungal efflux pumps in multiplex yeast assay. 330,000 compounds, 0.44% hits. AID 485275. inhibition, % at 10 µM. S. cerevisiae Candida pump triplex, Nile Red efflux;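 active means plate passing quality check with inhibition over a set limit, or well fluorescence over plate mean plus 4 SD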;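 further: Nile Red retained in pooled yeast measured as flow cytometry median fluorescence; 0% = buffer negative control and 100% = Enniatin B positive control; higher means more Nile Red kept so more efflux inhibition; some compounds called inactive have numbers as strong as hits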
BCLXL inh = inhibitors of human Bcl-xL; AID 2129; 320,000 compounds, 0.7% hits; GST-Bcl-xL / FITC-Bim BH3 peptide fluorescence polarization; Q07817; inhibition, % at 10.9 µM;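 active means inhibition above the mean of all tested compounds plus 3 SD, cutoff set per campaign, cut at about 30% in these data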;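 further: 0% = DMSO wells and 100% = unlabeled Bim-BH3 peptide competitor; inhibitors lower millipolarization by displacing the labeled peptide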
Target sequence (Q07817 whole entry, looked up): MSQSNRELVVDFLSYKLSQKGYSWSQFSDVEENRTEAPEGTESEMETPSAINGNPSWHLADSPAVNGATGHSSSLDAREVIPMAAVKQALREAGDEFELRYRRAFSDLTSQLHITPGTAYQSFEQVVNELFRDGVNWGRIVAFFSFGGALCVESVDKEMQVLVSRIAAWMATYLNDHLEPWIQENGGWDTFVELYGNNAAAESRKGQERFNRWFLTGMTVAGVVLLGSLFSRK
MEX-5 binding = C. elegans MEX-5 TCR-2 RNA binding activity; Q9XUB2; 300,000 compounds, 0.38% hits; activity score (negative = inhibition of binding), % at 10 µM; MEX-5/FITC-TCR2 RNA binding, fluorescence polarization; hits give low values; AID 1832;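 active means inhibition past about -25% in most replicates, and total fluorescence under double the plate's negative control median, limit read from the data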;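 further: 0% = DMSO and -100% = 5 µM competing unlabeled TCR2 RNA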
Target sequence (Q9XUB2 whole entry, looked up): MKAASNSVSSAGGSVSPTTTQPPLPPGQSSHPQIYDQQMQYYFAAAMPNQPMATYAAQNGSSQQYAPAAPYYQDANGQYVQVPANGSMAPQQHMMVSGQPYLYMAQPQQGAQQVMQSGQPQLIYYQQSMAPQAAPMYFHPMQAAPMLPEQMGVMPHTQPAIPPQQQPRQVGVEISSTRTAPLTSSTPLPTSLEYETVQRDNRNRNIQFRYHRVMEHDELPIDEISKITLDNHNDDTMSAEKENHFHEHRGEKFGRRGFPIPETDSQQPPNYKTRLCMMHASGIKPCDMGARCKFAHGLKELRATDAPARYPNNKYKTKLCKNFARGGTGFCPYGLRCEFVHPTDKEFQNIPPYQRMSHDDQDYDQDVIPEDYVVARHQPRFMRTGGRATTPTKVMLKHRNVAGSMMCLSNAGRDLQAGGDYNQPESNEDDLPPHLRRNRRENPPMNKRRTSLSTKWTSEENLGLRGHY
Fam108B counter = Fam108B inhibition, counter-screen for RBBP9 inhibitors; recombinant Fam108B, FP-Rh probe fluorescence polarization; inhibition, % at 9.51 µM; 300,000 compounds, 0.33% hits;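 active means inhibition above the screen mean inhibition plus 3 SD, computed separately per campaign, cut at about 18% in these data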;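 further: inhibitors lower polarization as less probe binds the enzyme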
Yeast superoxide = caloric restriction mimetics inhibiting age-related superoxide in yeast | S. cerevisiae aged cells, superoxide DHE fluorescence; hits give low values | superoxide response (% of plate mean), % at 10 µM | 330,000 compounds, 0.18% hits;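 active means superoxide response under a set limit, about three screen SD below normal, cut at about 65% in these data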;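 further: yeast aged for seven days with compound at 30 °C before DHE staining; 100% = average MFI of all compound-treated wells on the plate with controls excluded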
An asterisk follows results filed as active; x = no result given. This is a random part of the collection, and some 2.3% of all compounds hit somewhere here.

item	canonical_smiles	ZTA DNA inh	EBNA-1 inhibitor	MCL1 BIM primary	GLD-1 TGE inh	Efflux pump inh	BCLXL inh	MEX-5 binding	Fam108B counter	Yeast superoxide
1	Cc1ccc2c(CN(C)Cc3ccccc3)cc(=O)oc2c1C	-1.9	12.7	2.5	-5.0	0.0	1.9	0.4	-1.7	99.0
2	COc1ccc(NC(=O)C2C(=O)N(CCO)C3(C)CC2c2ccccc2O3)cc1 (stereo not given)	2.5	13.9	-3.2	4.7	-0.2	-2.4	-0.5	1.6	90.4
3	CC1CC(C)CN(S(=O)(=O)N2CCCC(C(=O)NC3CCCCC3C)C2)C1 (stereo not given)	18.4	1.4	2.1	3.5	0.0	1.9	2.0	0.8	111.1
4	Cc1ccc(NS(=O)(=O)c2ccc(NC(=O)[C@@H]3CCCC[C@@H]3C(=O)O)cc2)c(C)c1	-4.4	7.1	-2.9	-1.7	0.0	3.4	-0.4	0.6	95.2
5	CCOc1ccc(C(=O)COC(=O)c2ccc(-n3cnnn3)cc2)cc1	17.3	1.3	-1.9	2.6	0.0	2.6	-1.4	-7.1	98.4
6	CC(C)CNC(=O)c1cccc(Cn2cc(Cl)cn2)c1	5.6	3.9	4.8	2.9	0.0	-0.4	-0.2	-3.4	91.0
7	COc1ccc(CC(=O)N/N=C/c2cccnc2)cc1OC	-3.5	7.1	6.5	7.2	0.0	2.0	-1.5	-0.3	91.5
8	CCN(CC(=O)Nc1c(F)cccc1F)C(=O)CCc1nc2cc(S(=O)(=O)N(C)C)ccc2n1CC	0.8	0.2	2.3	-6.7	1.2	4.2	1.0	1.7	92.9
9	CCC(C)c1ccccc1NC(=O)COC(=O)c1ccc2c(c1)S(=O)(=O)c1ccccc1C2=O (stereo not given)	11.4	-10.9	-6.1	-3.3	-0.4	7.3	2.5	1.0	99.1
10	O=C(O)CCN1C(=O)c2ccncc2C1=O	14.6	10.1	-0.4	2.6	0.0	5.3	-0.4	-0.3	97.5
11	O=C(COC(=O)c1nc(Cl)ccc1Cl)Nc1ccc2c(c1)OCO2	2.5	4.9	-8.0	3.3	0.3	-0.3	-0.5	-0.3	95.3
12	COc1ccc(OCCN(C)Cc2ccccc2)cc1	6.2	7.7	7.0	-1.7	0.1	4.2	0.6	-5.1	76.1
13	COCCN(Cc1nc2ccccc2c(=O)[nH]1)C(=O)COc1c(C)cc(Cl)cc1C	-11.9	x	-3.3	7.4	-0.1	0.6	x	x	76.8
14	C=CCc1ccc(OCCOCCOc2cccc3ccc(C)nc23)c(OC)c1	-11.6	-2.6	10.1	1.7	-0.2	1.8	-0.7	-1.6	112.4
15	O=C(Nc1cscc1S(=O)(=O)c1ccc(Cl)cc1)c1ccccc1Cl	-20.1	-8.3	3.4	0.7	0.2	2.9	3.5	-2.2	90.7
16	COc1ccc(C(=O)N(CCc2ccccc2)Cc2cccs2)c(OC)c1	-1.1	-2.8	4.2	0.1	0.0	-0.5	0.2	-2.2	91.5
17	O=C(Nc1cccc([N+](=O)[O-])c1)c1ccncc1	12.9	-3.2	0.8	-1.7	0.7	1.6	-1.0	-0.6	77.2
18	CCCCCOc1ccccc1C(=O)NCC(=O)O	-2.8	6.2	2.3	0.5	0.0	-2.5	0.8	1.1	93.1
19	Cc1ccc(OCC(=O)N2CCCC(CO)(CCOc3ccccc3)C2)cc1 (stereo not given)	-0.7	3.7	2.1	4.5	0.1	3.8	3.1	0.3	105.1
20	CC(=O)NC(CCS(C)(=O)=O)C(=O)Nc1ccc(Oc2ccccc2)cc1 (stereo not given)	7.3	3.5	5.0	3.7	-0.2	6.3	-1.1	-0.6	82.1
21	COc1ccccc1CNC(=O)C1CC(c2ccccc2C(F)(F)F)=NO1 (stereo not given)	4.1	1.6	11.7	1.6	0.0	6.9	-0.6	-2.1	81.6
22	Cc1noc(C)c1C(=O)NCc1ccccc1Br	-17.2	2.5	-4.4	-0.2	-0.2	6.5	0.9	7.4	88.4
23	COc1ccc(-c2[nH]ncc2CN2CCCC2c2nonc2C)c(F)c1 (stereo not given)	4.9	-4.6	-0.9	-1.2	0.4	0.5	2.8	-0.9	110.8
24	N=c1n(CCN2CCCCC2)c2ccccc2n1CC(O)c1cccc(Br)c1 (stereo not given)	0.4	10.1	1.7	-0.7	-0.1	10.1	-3.0	-2.1	102.9
25	Cc1nn(C)c(C)c1S(=O)(=O)N(CC(=O)NCc1ccco1)c1ccc(C(C)C)cc1	12.0	10.6	-0.2	2.8	-0.1	-1.3	-0.3	0.3	93.2
26	O=C(COC(=O)CCC1CCCC1)Nc1ccccc1Br	-0.9	x	6.9	-1.5	0.0	3.5	x	x	91.8
27	CCOC(=O)C1CCCN(C(=O)Cn2nc(C)n3c(cc4c(OC)cccc43)c2=O)C1 (stereo not given)	-9.0	3.9	-5.9	6.0	-0.3	8.5	2.0	0.4	95.9
28	Cc1cc(C)cc(OCCNC(=O)C(C)N2C(=O)c3ccccc3C2=O)c1 (stereo not given)	-15.5	-13.0	3.8	1.8	0.1	2.7	-0.5	1.8	106.2
29	O=C1c2ccccc2C(=O)c2c1ccc(C(=O)N1CCCCC1)c2NCCO	-7.4	5.8	-3.1	0.6	0.0	1.6	-3.0	1.3	136.2
30	O=C(O)C1CSC(c2ccncc2)N1 (stereo not given)	-1.2	-0.1	23.7	11.1	-0.1	17.8	-7.8	-2.9	105.6
31	CCN(CC)S(=O)(=O)N1CCC(C(=O)NCc2ccco2)CC1	-4.7	-10.0	5.0	8.0	-0.1	4.2	1.6	-3.8	98.6
32	COc1ccc(-c2ccc(SCC(=O)c3ccccc3)nn2)cc1OC	-2.2	-8.4	-0.8	3.5	0.2	3.9	0.4	0.2	99.7
33	COc1ccc(-c2cc(C(F)(F)F)nc(N3CCN(C)CC3)n2)cc1OC	11.6	5.8	3.6	2.9	0.1	2.3	-2.9	0.7	114.7
34	O=S(=O)(Nc1ccc2c(c1)OCCO2)c1ccc(F)c(F)c1	-5.9	0.8	5.8	7.4	-0.1	4.2	1.1	-0.5	105.1
35	CCOC(=O)c1cnc(SCc2cccc(C)c2)nc1N	-5.6	-2.8	4.8	-7.5	0.3	4.9	-0.1	-11.2	86.9
36	COC(=O)C1=C(C)N(CCc2c[nH]c3ccccc23)C(=O)/C1=C\N(C)C	-3.1	-3.3	0.0	0.3	0.1	8.4	2.7	5.4	74.6
37	CCN1CCN(CCCNC(=O)CCC(=O)N2CCOc3ccccc32)CC1	2.6	0.0	4.8	-1.3	0.3	0.3	1.0	1.2	98.1
38	Cc1noc(C)c1S(=O)(=O)Nc1ccc(C(=O)N2CCN(c3ccc(F)cc3)CC2)cc1	-8.5	-12.7	-0.8	3.2	-0.1	3.0	-1.8	-0.9	96.6
39	CCCCC(=O)Nc1nnc(S(=O)(=O)N(CC)c2ccccc2)s1	22.2	9.3	-2.1	7.6	-2.0	2.5	-3.0	3.2	103.1
40	CC(=O)c1ccc(N2CCN(C(=O)CN3C(=O)NC4(CCCCC4)C3=O)CC2)c(F)c1	7.5	x	7.7	5.5	0.1	4.3	x	x	97.3
41	Cc1ccc(S(=O)(=O)N2CCOC23CCN(C(=O)C(=O)NCc2ccccc2)CC3)cc1	-13.5	3.5	-1.7	3.3	0.0	3.9	0.3	0.6	99.8
42	CN1CCC(OC(=O)COc2ccc(F)cc2)CC1	5.2	10.2	0.6	0.7	-0.1	3.1	-0.8	-1.7	89.4
43	CN=Cc1cc(-c2ccccc2)sc1O	-15.0	4.3	4.4	4.7	0.0	2.2	-3.9	-0.8	84.7
44	CC(=O)c1c(C)nc(-c2ccccc2)nc1NC(=O)Cc1ccccc1	-11.3	-8.2	-2.4	9.0	-0.1	-1.2	-0.4	2.3	97.4
45	O=C1CCN(Cc2ccc(Cl)cc2)N1	-0.3	-1.0	-1.8	5.5	2.1*	0.3	0.1	3.5	91.2
46	Cc1ccc(-c2nc(Nc3ccc(O)cc3)c3ccccc3n2)cc1	-6.0	-13.2	4.8	-6.1	0.5	2.0	0.0	34.9*	99.0
47	O=C(NCc1cccnc1)c1csc2c1CCCC2	7.6	1.7	9.9	-6.1	0.2	4.7	1.2	7.1	112.1
48	Cc1onc(-c2ccccc2)c1C(=O)Nc1ccnn1C1CCCCC1	-6.7	-6.5	6.8	5.2	-0.2	4.2	1.8	-2.8	98.5
49	CCc1nc(N2CCOCC2)c(C#N)c2c1CCCC2	-13.9	1.8	9.9	0.2	0.0	5.7	-1.4	3.3	106.1
50	CCOC(=O)C1CCCN(Cc2ccc(-c3ccccc3)cc2)C1 (stereo not given)	-14.4	-15.8	-12.5	-2.2	0.4	-4.7	0.7	-2.0	110.9
51	Cc1ccc(-c2csc(NC(=O)C3CCN(S(=O)(=O)c4cccs4)CC3)n2)cc1	-9.5	-2.2	3.3	6.6	0.2	1.1	0.8	-16.2	89.6
52	O=C(NCc1ccco1)C1CC(c2ccc(C(F)(F)F)cc2)=NO1 (stereo not given)	9.8	0.3	4.2	4.5	-0.1	9.6	-2.5	1.7	96.8
53	O=C(CCc1nc2cccnc2n1Cc1ccccc1)NCCc1ccc(Cl)cc1	8.8	8.6	5.1	6.7	-0.1	-0.1	-0.2	2.4	100.0
54	CCOc1ccc(C(=O)OC(C)CN2CCN(C)CC2)cc1 (stereo not given)	14.1	-10.6	-6.8	-4.3	0.2	1.4	0.8	-7.5	117.5
55	O=C(C/C=N/OCc1ccc(Cl)cc1Cl)c1ccccc1	-3.1	-7.7	-2.0	2.9	0.0	3.2	3.6	-3.9	101.8
56	CSc1cccc(NC(=S)N(Cc2ccc(C)cc2)Cc2cccnc2)c1	-11.3	-8.8	2.6	0.1	-0.1	0.8	0.7	-9.9	80.7

Bioassay records (PubChem)
